# Source: PubChem BioAssay (NCI)
# All columns: NCI-60 one-dose screen, growth in % after 48 h at 10 µM unless noted; 100 = growth as untreated, 0 = no growth, -100 = all killed.
# COLO 205 = COLO 205 colon cancer; AID 1794742; 79,000 tested, 7.3% active
# IGROV1 = IGROV1 ovarian cancer. 79,000 tested, 4.7% active
# NCI-H322M = NCI-H322M lung cancer | AID 1794733 | 80,000 tested, 2.7% active
# KM12 = KM12 colon cancer cells | 82,000 tested, 5% active
# NCI-H460 = NCI-H460 lung cancer; 82,000 tested, 6.8% active
# NCI-H23 = NCI-H23 lung cancer; 80,000 tested, 4% active
# NCI-H226 = NCI-H226 lung cancer; 79,000 tested, 3.5% active
# NCI/ADR-RES = NCI/ADR-RES ovarian cells. 81,000 tested, 4.4% active. AID 1794790
# NCI-H522 = NCI-H522 lung cancer; 78,000 tested, 8% active
# Numbers without * were called inactive; . = not tested or not shown; & = joins results of further samples. How the source made its calls: active means growth percent below 10; inactive means the rest.
SMILES,COLO 205,IGROV1,NCI-H322M,KM12,NCI-H460,NCI-H23,NCI-H226,NCI/ADR-RES,NCI-H522
Cc1[nH]c(=O)[nH]c(=O)c1Cl,102.5,104.1,96.5,99.4,101.9,95.1,95.6,100.3,90.5
COc1ccc(NC(=O)Nc2ccc(OCC(=O)c3ccc(OC)cc3)cc2)cc1,124.9,100.3,102.5,106.6,117.9,89.7,103.9,111.1,89.9
COC(=O)NC1c2ccccc2CCC1I (stereo not drawn),82.8,90.5,112.3,104.0,.,98.8,71.5,101.7,109.9
COC(=O)/C=C/c1cccc2c1C(=O)NC(C)(c1cc3cc4ccccc4cc3oc1=O)N2 (stereo not drawn),53.0,65.2,68.0,53.7,23.1,.,30.5,35.2,52.9
O=c1[nH]c(S)c(/C=C2\C=c3ccccc3=NC2=S)s1,.,97.8,101.0,96.8,96.9,99.7,87.1,98.5,86.4
CCOC(=O)[C@]1(Br)CC[C@@]1(Br)C(=O)OCC,115.9,52.1,92.8,141.6,116.7,109.5,91.8,107.3,-7.0*
Cc1nc(-c2ccccc2)cc2c(O)c(C(=O)N/N=C/c3ccc(O)cc3O)[nH]c(=O)c12,111.3,114.2,67.9,104.4,106.8,100.8,.,108.5,99.1
NC(N)=Nc1ccc(Oc2cccc(NC(N)=Nc3ccc(Br)c(C(F)(F)F)c3)c2)cc1,27.9,-16.6*,57.8,20.4,24.3,54.4,68.6,96.8,35.7
O=C(CNC(=O)OCc1ccccc1)OC(c1ccccc1)c1ccccc1,98.7,89.4,98.0,108.2,112.4,98.1,101.7,105.7,82.6
CN(C)c1ccc(C(Cc2ccc3ccccc3n2)Cc2ccc3ccccc3n2)cc1,43.5,90.3&36.0,86.0&66.9,81.0&42.1,73.7&26.5,65.5&38.6,71.9&61.4,76.3&37.5,90.3&45.3
CNC(=O)c1cc(-n2ccc3cc(NS(=O)(=O)c4ccccc4)ccc32)ccn1,95.9,93.8,97.2,96.8,95.0,96.0,92.4,87.6,85.2
Cc1cc2n(n1)-c1ncccc1Oc1ccc(Cl)cc1-2,101.2,84.9,97.7,100.8,102.2,85.8,100.5,89.3,78.0
CCC(c1nnc(-c2ccccc2)o1)N(C)c1cccc(-c2ccc3c(c2)OCCO3)c1C (stereo not drawn),114.7,99.8,99.7,97.8,102.6,85.3,89.0,91.9,83.8
N#CCCNc1cccc2ccccc12,105.0,105.6,107.3,107.1,112.8,90.1,102.1,91.9,91.8
CCC1c2ccccc2C(=O)C1C(N)=O (stereo not drawn),109.5,117.1,95.2,104.0,103.3,111.3,98.3,107.1,109.4
CS(=O)(=O)c1ccc(Cl)c([N+](=O)[O-])c1,111.4,38.5,148.7,75.3,86.9,103.4,106.9,101.5,95.8
Clc1ccc(Nc2scc3[n+]2CCC3)cc1,119.7,103.5,101.3,97.8,102.4,92.7,.,96.8,93.5
Cc1ccc(S(=O)(=O)/C(=C\c2ccc(Cl)cc2)C(=O)c2ccc(F)cc2)cc1,108.2,102.9,98.6,110.3,106.6,102.4,99.9,107.8,92.3
CC(=O)[C@H]1CC[C@H]2[C@@H]3C[C@@H](C)[C@@]4(O)CC(=O)CC[C@]4(C)[C@H]3[C@H](O)C[C@]12C,107.2,124.0,99.2,106.0,106.2,92.3,118.8,98.8,.
CCN(CCO)C(=O)C(C)O (stereo not drawn),116.1,113.6,111.3,107.0,103.8,114.4,94.3,122.9,96.3
Cc1cc(C)nc(NS(=O)(=O)c2ccc(Nc3nc4nc(Nc5cccc(O)c5)nc(-c5ccc(O)cc5)c4c(=O)[nH]3)cc2)n1,115.3,.,117.8,98.5,110.2,98.9,102.0,103.0,.
COc1ccc(/C(Cl)=N/N=C(\Cl)c2cc(OC)c(OC)c(OC)c2)cc1O,92.0,93.8,90.2,101.3,102.7,93.0,86.6,84.7,61.2
Cc1cccc(C)c1NC(=O)CN1CCCCC1C (stereo not drawn),92.7,106.9,94.9,101.2,107.0,94.8,96.3,99.4,98.2
CC1CC=CCC1COC(=O)CCCCC(=O)OCC1CC=CCC1C (stereo not drawn),92.9,110.3,109.9,105.9,101.4,99.4,90.3,101.4,92.0
O=C1NC(=O)/C(=C/c2ccc(Cl)c(Cl)c2)S1,104.7,114.5,108.0,102.9,103.6,95.7,95.2,115.5,80.3
NC(=S)Nc1cccc(Cl)c1,167.9,86.5,102.1,116.8,136.6,85.4,96.6,83.5,77.9
OCCN(CCO)C(c1ccccc1)c1ccccc1,103.8,98.3,97.1,102.7,102.8,104.9,98.2,104.0,86.8
CC(=O)c1c(C)nc2ccccc2c1/C=C/c1ccc(Cl)cc1,100.0,90.4,101.6,96.0,89.7,83.2,88.1,87.5,63.5
N#Cc1c(Nc2ccccc2)n[nH]c1-c1ccc(Cl)cc1,93.3,66.5,91.7,50.8,90.8,88.3,92.5,64.6,67.4
Cc1[nH]c2ncnc(Nc3ccc(C(=O)Nc4cccc(Cl)c4)cc3)c2c1C,114.8,106.7,114.1,101.0,98.2,99.6,96.2,107.3,94.7
COc1ccc2[nH]cc(-c3nc(N)nnc3-c3ccccn3)c2c1,106.1,104.6,97.3,102.8,105.1,96.5,86.3,99.5,91.5
N=C(N)SC(c1ccccc1)c1ccccc1,97.9,111.6,104.8,89.1,94.6,89.8,80.8,99.9,91.6
FC(F)(F)c1ccc(-c2cnc(-c3ncon3)nc2NC2CCCCCC2)cc1,66.6,80.5,99.3,55.5,64.4,78.3,79.8,85.7,59.9
COc1ccc(C(=O)n2nc(CC(=O)NCCc3ccccc3)nc2N)cc1,110.6,118.9,100.0,121.6,113.6,112.4,112.7,113.0,96.5
COc1ccc(NC(=O)Nc2nc3ccc(OC(F)(F)F)cc3s2)cc1,99.4,91.8,94.1,93.9,96.8,89.9,103.8,98.1,95.9
COc1c(N2CC3CCCNC3C2)c(F)cc2c(=O)c(C(=O)N/N=C/c3ccccc3)cn(C3CC3)c12 (stereo not drawn),97.5,99.6,94.0,100.9,98.7,90.7,103.0,103.7,108.6
CC(Br)C(=O)c1cccc2ccccc12 (stereo not drawn),104.5,105.6,104.3,98.5,104.2,96.9,106.2,109.8,99.6
N#Cc1c(-c2ccc(Cl)cc2)[nH]c(=S)[nH]c1=O,108.4,108.2,113.6,104.9,106.1,103.3,106.0,108.9,91.8
COc1ccc(/C=C/C(=O)c2ccc(NC(=O)c3cc4cc5ccccc5nc4s3)cc2)cc1OC,99.5,81.8,84.2,76.3,99.9,87.0,86.0,104.6,95.9
O=[N+]([O-])c1ccc(S(=O)(=O)N/N=C/c2ccc3c(c2)OCO3)cc1,125.3,.,115.0,113.8,106.5,107.3,93.2,111.0,105.4

# 7 compounds drawn at random from the list so far:
SMILES,COLO 205,IGROV1,NCI-H322M,KM12,NCI-H460,NCI-H23,NCI-H226,NCI/ADR-RES,NCI-H522
Cc1cc(C)nc(NS(=O)(=O)c2ccc(Nc3nc4nc(Nc5cccc(O)c5)nc(-c5ccc(O)cc5)c4c(=O)[nH]3)cc2)n1,115.3,.,117.8,98.5,110.2,98.9,102.0,103.0,.
N#Cc1c(-c2ccc(Cl)cc2)[nH]c(=S)[nH]c1=O,108.4,108.2,113.6,104.9,106.1,103.3,106.0,108.9,91.8
Cc1cccc(C)c1NC(=O)CN1CCCCC1C (stereo not drawn),92.7,106.9,94.9,101.2,107.0,94.8,96.3,99.4,98.2
CC(=O)c1c(C)nc2ccccc2c1/C=C/c1ccc(Cl)cc1,100.0,90.4,101.6,96.0,89.7,83.2,88.1,87.5,63.5
OCCN(CCO)C(c1ccccc1)c1ccccc1,103.8,98.3,97.1,102.7,102.8,104.9,98.2,104.0,86.8
COc1ccc(/C=C/C(=O)c2ccc(NC(=O)c3cc4cc5ccccc5nc4s3)cc2)cc1OC,99.5,81.8,84.2,76.3,99.9,87.0,86.0,104.6,95.9
CC1CC=CCC1COC(=O)CCCCC(=O)OCC1CC=CCC1C (stereo not drawn),92.9,110.3,109.9,105.9,101.4,99.4,90.3,101.4,92.0

# Back to the main list, starting three compounds before the break.
SMILES,COLO 205,IGROV1,NCI-H322M,KM12,NCI-H460,NCI-H23,NCI-H226,NCI/ADR-RES,NCI-H522
N#Cc1c(-c2ccc(Cl)cc2)[nH]c(=S)[nH]c1=O,108.4,108.2,113.6,104.9,106.1,103.3,106.0,108.9,91.8
COc1ccc(/C=C/C(=O)c2ccc(NC(=O)c3cc4cc5ccccc5nc4s3)cc2)cc1OC,99.5,81.8,84.2,76.3,99.9,87.0,86.0,104.6,95.9
O=[N+]([O-])c1ccc(S(=O)(=O)N/N=C/c2ccc3c(c2)OCO3)cc1,125.3,.,115.0,113.8,106.5,107.3,93.2,111.0,105.4
Cc1nc2ccc(Cl)cn2c1-c1nnc(SCc2ccc(C#N)cc2)o1,108.6,88.6,94.2,108.0,95.8,88.9,90.3,94.2,76.3
CC1=CC(OC(=O)C(C)(O)CCC(C)(C(=O)OC2(C(C)C)CCCC3(C)OC32)C(C)C)C(C(C)C)CC1 (stereo not drawn),106.7,108.1,104.1,106.1,107.4,94.8,99.4,100.8,97.2
Cc1cccc(C)c1OCCN(C)C,.,104.4,96.3,102.7,103.6,97.1,81.8,103.3,90.0
Oc1[nH]c2ccc(Cl)cc2c1N=Nc1nc(N=Nc2c(O)[nH]c3ccc(Cl)cc23)nc(N2CCOCC2)n1,48.7,55.0,78.1,81.2,88.2,17.2,57.3,98.1,5.1*
COc1ccc(/C=C/C=C(C(=O)O)C(=O)O)cc1,110.9,99.0,88.2,101.3,104.5,95.1,105.1,97.4,87.0
N#Cc1c(Nc2ccccc2)n[nH]c1-c1ccc(F)cc1,107.5,84.8,102.2,79.9,101.0,88.2,97.8,89.4,89.0
O=C(Nc1ccc(Cl)cc1)Oc1ccc2ccccc2c1,94.7,80.2,77.1,63.5,90.0,95.5,82.1,84.4,74.2
COC(=O)c1[nH]nc2c1C1(C(=O)Nc3ccccc31)C(C#N)=C(N)O2 (stereo not drawn),107.3,103.7,96.8,98.8,103.1,94.0,90.0,97.7,100.4
CCOC(=O)C1=C(C)NC(SCc2nc(C)c(C)nc2C)N=C1c1ccccc1Cl (stereo not drawn),108.9,104.5,101.4,104.4,100.6,101.6,95.3,97.2,85.8
CC(=O)NC(CCC(=O)c1ccccc1)C(=O)O (stereo not drawn),107.9,103.6,98.5,102.6,101.6,101.0,91.1,106.0,90.2
CC(=O)/C=C/c1cccc2c1C(=O)NC(C)(c1cc3cc(Br)ccc3oc1=O)N2 (stereo not drawn),79.6,25.3,52.5,25.3,51.9,17.9,34.3,32.9,26.8
Cc1ccc(S(=O)(=O)Nc2ccccc2/C=N/NC(=O)c2ccncc2)cc1,120.5,128.5,.,103.6,98.3,88.2,90.3,85.3,102.7
CCOc1cc2c(cc1OCC)C1CN(C2)Cc2cc(OCC)c(OCC)cc21,101.8,95.6,91.9,104.0,99.1,100.0,94.8,101.8,98.0
COC(=O)/C=C1\S/C(=N\NC(=O)c2cc3ccc2/C=C\c2ccc(cc2)/C=C\3)N(c2cccnc2)C1=O,104.1,84.6,98.3,92.7,99.3,90.8,92.5,95.3,82.3
CCOc1ccc(-c2nn(-c3ccccc3)cc2/C=C2\SC(=S)N(CCCC(=O)O)C2=O)cc1[N+](=O)[O-],108.5,61.6,59.7,71.5,35.0,79.2,70.3,59.0,92.1
CC1(C)NC(=O)N(Br)C1=O,112.5,115.9,134.9,122.8,112.3,111.8,94.1,116.1,92.3
C=C1C[C@@H](c2cccc(C)c2C)O[C@H]2C[C@@H](C)CC[C@H]12,107.8,.,102.7,94.3,107.6,106.5,101.1,108.9,90.6
CCOc1ccc(N=Nc2sc(Nc3cccc(Nc4nc(C)c(N=Nc5ccc(OCC)cc5)s4)c3)cc2C)cc1,105.1,90.3,88.6,100.8,106.8,89.4,85.2,98.5,87.1
CC(=O)/C(=C\c1cccc([N+](=O)[O-])c1)C(=O)Nc1ccccc1C,94.3,103.8,99.0,101.1,98.7,105.1,91.1,108.7,74.9
Cc1ccc(Cc2cnc(NC(=O)CN3C(=O)S/C(=C\c4cc(Cl)ccc4Cl)C3=O)s2)cc1,110.1,112.7,115.6,99.1,101.7,101.6,97.1,101.4,88.2
CCCCCCCCCCOC(=O)c1cccnc1,108.0,106.1,115.4,98.0,106.5,97.6,100.7,106.8,.
COc1ccc2c(c1)c1c(OC(C)=O)c3c(nc1n2C(C)=O)-c1ccccc1C3,100.2,87.0,89.1,98.0,102.7,82.2,102.9,96.4,69.9
Cc1oc2ncnc(Nc3cccc(Cl)c3)c2c1CO,93.9,.,95.0,91.4,94.0,87.5,80.6,86.0,89.8
Cc1c(Br)cc(Cl)c(O)c1Br,109.7,107.7,106.0,104.5,106.9,102.4,101.3,104.6,90.1
COc1ccc(/C=C/C(=O)c2ccc(NC(=O)CSc3nnc(-c4ccc(Cl)cc4)n3-c3ccccc3)cc2)cc1,105.8,102.8,106.1,94.5,103.6,92.4,104.0,93.9,84.6
CCCCC1(CC)COC(CCC)OC1 (stereo not drawn),114.1,129.1,117.5,103.5,115.2,111.4,98.0,105.3,.
CSc1cc(SC)nc(SC)n1,115.4,108.5,102.6,104.5,106.6,102.1,90.2,111.2,94.9
CCOC(=O)c1sc2c(c1C)c(=O)nc1c(-c3nc(-c4ccccc4)cs3)n[nH]n12,96.8,98.7,99.5,100.0,96.6,86.4,92.8,98.0,85.4
Nc1ncc(-c2c(F)c(F)c(F)c(F)c2F)s1,118.3,92.8,84.6,98.2,101.6,101.7,91.6,104.7,82.9
CNC(=O)c1ccc(S(=O)(=O)Nc2ccc(NC(=O)CCCC(=O)O)cc2)cc1,121.3,97.9,86.6,113.5,104.4,106.9,98.5,110.5,90.0
